Source: PubChem
DAX1 inh-1 = DAX1 (NR0B1) inhibition, primary screen; HEK293T StAR-luciferase reporter, SF-1/DAX-1 repression relief; inhibition, % at 6.8 µM; 370,000 compounds, 1.1% hits; AID 652010;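 active = inhibition above the mean over all tested compounds plus 3 SD, cut at about 3.6% in these data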;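 note: 0% = DAX-1 cells with DMSO and 100% = cells lacking DAX-1 with DMSO; higher inhibition means more luminescence from relief of DAX-1 repression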
SMARCA2 act = activators of SMARCA2 function; MG213 cells, MMTV-luciferase reporter, dexamethasone, overnight; AID 652017; 370,000 compounds, 1% hits; activation, % at 9.1 µM; in the data active = activation above about 7.8%;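 note: 0% = vehicle wells and 100% = reference activator wells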
DAX1 inh-2 = inhibits human nuclear receptor DAX1. P51843. HEK293 Gal4-DAX1 luciferase reporter, luminescence. inhibition, % at 6.75 µM. 340,000 compounds, 0.99% hits. AID 504766;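 active = inhibition above the mean over all tested compounds plus 3 SD, cut at about 4.2% in these data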;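 note: 0% = DAX1-transfected cells with DMSO and 100% = empty-vector control cells with DMSO; inhibition shows as a rise in luminescence from relieved DAX1 repression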
PLCb3 inh = inhibitors of human phospholipase C beta3 | inhibition, % at 12.2 µM | AID 720704 | Purified PLC-beta3, fluorogenic substrate, fluorescence | 370,000 compounds, 0.18% hits | Q01970; in the data active = inhibition above about 11%;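 note: 0% = median of compound wells on plate and 100% = full blocker control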
hcDAF-12 act = H. contortus DAF-12 activation, primary screen; HEK293 hcDAF-12 lit1-tk-luc reporter, luminescence; 0% DMSO, 100% Δ7-dafachronic acid; activation, % at 6.8 µM; 370,000 compounds, 1.4% hits; AID 652067;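 active = activation above the mean of all tested compounds plus 3 SD, cut at about 5.5% in these data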;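 note: 100% = response to 3 µM Δ7-dafachronic acid high control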
PLC-gamma1 inh = PLC-gamma1 (human) inhibition, primary screen; P19174; purified PLC-gamma1, fluorogenic substrate, fluorescence; inhibition, % at 12.2 µM; 370,000 compounds, 0.84% hits; AID 720700; in the data active = inhibition above about 9.5%
Target sequence (P19174 whole entry, looked up): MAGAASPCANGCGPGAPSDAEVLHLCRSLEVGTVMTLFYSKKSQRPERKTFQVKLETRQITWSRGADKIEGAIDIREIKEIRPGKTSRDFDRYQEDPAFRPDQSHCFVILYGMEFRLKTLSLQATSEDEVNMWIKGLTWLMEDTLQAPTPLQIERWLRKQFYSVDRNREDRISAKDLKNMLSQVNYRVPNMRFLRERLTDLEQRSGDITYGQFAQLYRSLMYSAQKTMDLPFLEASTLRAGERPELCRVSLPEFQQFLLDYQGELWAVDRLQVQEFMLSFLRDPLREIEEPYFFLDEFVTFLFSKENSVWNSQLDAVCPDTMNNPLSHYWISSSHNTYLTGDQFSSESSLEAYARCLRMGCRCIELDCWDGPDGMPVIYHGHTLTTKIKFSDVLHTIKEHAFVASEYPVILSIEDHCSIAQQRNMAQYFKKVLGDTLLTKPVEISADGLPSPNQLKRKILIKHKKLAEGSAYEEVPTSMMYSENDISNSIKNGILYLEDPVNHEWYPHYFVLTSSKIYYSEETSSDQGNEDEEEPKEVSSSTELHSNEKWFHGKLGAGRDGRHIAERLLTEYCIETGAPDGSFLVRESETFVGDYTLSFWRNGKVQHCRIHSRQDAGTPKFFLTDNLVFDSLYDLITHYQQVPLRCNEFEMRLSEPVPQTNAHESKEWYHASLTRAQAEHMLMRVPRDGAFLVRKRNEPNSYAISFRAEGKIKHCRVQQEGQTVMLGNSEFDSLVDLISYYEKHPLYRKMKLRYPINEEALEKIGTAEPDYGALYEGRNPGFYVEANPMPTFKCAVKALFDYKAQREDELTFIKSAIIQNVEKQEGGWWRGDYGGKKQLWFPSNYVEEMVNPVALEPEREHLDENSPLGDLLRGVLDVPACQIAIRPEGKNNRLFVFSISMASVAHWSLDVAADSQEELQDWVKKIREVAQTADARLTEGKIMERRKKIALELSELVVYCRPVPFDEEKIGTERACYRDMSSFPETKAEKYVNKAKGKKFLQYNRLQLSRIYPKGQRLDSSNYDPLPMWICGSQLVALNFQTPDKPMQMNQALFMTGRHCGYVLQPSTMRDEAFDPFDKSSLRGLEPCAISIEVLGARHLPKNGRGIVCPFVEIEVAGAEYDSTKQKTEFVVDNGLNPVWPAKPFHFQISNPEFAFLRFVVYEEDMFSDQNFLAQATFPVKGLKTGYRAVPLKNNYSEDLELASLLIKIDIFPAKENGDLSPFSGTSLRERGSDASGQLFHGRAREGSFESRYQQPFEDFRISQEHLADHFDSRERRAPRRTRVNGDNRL
ssDAF-12 act = S. stercoralis DAF-12 activation, primary screen; 370,000 compounds, 1% hits; AID 652126; activation, % at 6.8 µM; HEK293 ssDAF-12/GRIP1 lit1-tk-luc reporter, luminescence; % of 3 µM dafachronic acid response;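 active = activation above the mean over all tested compounds plus 3 SD, cut at about 0.9% in these data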;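 note: 0% = DMSO-only wells and 100% = 3 µM delta7-dafachronic acid wells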
hgDAF-12 ag = agonists of H. glycines DAF-12 nuclear receptor | HEK293 GAL4-hgDAF12 UAS-luciferase reporter, agonist luminescence; normalized to butyrate control | 370,000 compounds, 1.8% hits | AID 687014 | activation, % at 6.8 µM;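 active = activation above a cutoff set at the mean of all screened compounds plus 3 SD, cut at about 10% in these data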;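 note: 0% = DMSO wells and 100% = sodium butyrate wells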
MBD2 inh = MBD2-methylated oligo binding inhibition | TR-FRET, MBD2 binding to methylated oligonucleotide | inhibition, % at 4.4 µM | 370,000 compounds, 0.31% hits | AID 686964; in the data active = inhibition above about 13%
ADAM17 inh = ADAM17 inhibition, QFRET primary screen | recombinant ADAM17, EDANS/DABCYL FRET peptide cleavage | P78536 | inhibition, % at 6.95 µM | 370,000 compounds, 0.83% hits;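 active = inhibition above the mean of compounds lying between control limits plus 3 SD, set per campaign, cut at about 8.5% in these data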;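 note: 0% = DMSO-only wells as the low control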
Rev-erbA mod = modulators of human Rev-erb alpha DNA binding; P20393; Rev-erbα–FITC-DNA binding, fluorescence polarization, 90 min; activity, % at 10 µM; 370,000 compounds, 0.79% hits; AID 1259318;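 active = activity above about 14%, limit read from the data; passing the limit was not always enough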;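 note: 0% = DMSO wells with 35 nM protein and 100% = DMSO wells with 750 nM protein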
Starred values were filed as active, the others as inactive; i = inactive; x = no result given.

SMILES	DAX1 inh-1	SMARCA2 act	DAX1 inh-2	PLCb3 inh	hcDAF-12 act	PLC-gamma1 inh	ssDAF-12 act	hgDAF-12 ag	MBD2 inh	ADAM17 inh	Rev-erbA mod
CC1CCCN(C(=O)Cn2c(-c3nonc3N)nc3ccccc32)C1 (centres undefined)	-1.9	-2	0.9	6	-2.4	6	-0.6	0.7	-6	3	0
CS(=O)(=O)NCCSCc1c(Cl)cccc1Cl	0.0	-3	-0.1	0	0.2	1	-0.9	1.1	-6	-1	-3
CCOc1cc(NC(=S)NCC2CCCO2)c(OCC)cc1NC(=O)CC (centres undefined)	0.1	-5	2.3	-4	-1.4	0	-1.7	-0.5	4	-6	2
CS(=O)(=O)c1cc([N+](=O)[O-])c(Sc2nc3ccccc3[nH]2)c([N+](=O)[O-])c1	-0.4	0	0.5	5	0.8	4	-0.3	1.8	-1	0	0
COc1ccc(/C(N)=N/OC(=O)CSc2ccc(C)cc2)cc1OC	-0.6	-2	0.3	-7	-1.6	-4	-1.5	-2.2	3	0	3
COc1ccc(NC(=S)N2CCN(Cc3ccccc3)CC2)c(OC)c1	-0.2	-3	-0.1	-2	-0.1	0	-1.7	-2.2	4	-5	-5
Clc1cccc(CNc2ccn3nc(-c4cccc(Cl)c4)cc3n2)c1	1.3	7	x	-85	2.9	-57	-0.3	13*	-2	-27	7
CCCCn1c(SCC(=O)c2ccc3c(c2)NC(=O)CO3)nc2cc(S(N)(=O)=O)ccc21	-0.1	6	0.8	-4	-0.3	8	-0.9	-1.0	2	4	-5
O=[N+]([O-])c1ccc(COc2cccc(CNc3ccc(F)cc3)c2)cc1	-1.5	0	-1.2	2	0.7	5	-1.0	4.7	-2	1	2
CC(=O)N(C)C(c1ccc(N(C)C)cc1)c1nnnn1-c1c(C)cccc1C (centres undefined)	0.0	-2	-1.6	-1	-1.2	-2	-0.1	-0.6	0	0	2
CCOC(=O)C(NCc1ccc2c(c1)OCO2)(NC(=O)CC)C(F)(F)F (centres undefined)	0.4	0	0.6	-2	-1.3	1	-0.5	0.1	7	-4	6
CCOC(=O)C1=CCC(c2ccccc2)N(S(=O)(=O)c2ccccc2C)C1 (centres undefined)	-0.7	-3	x	2	-1.4	-1	-1.1	0.2	2	1	-4
COc1ccc(C2C(C(=O)Nc3ccc(F)cc3)=C(C)Nc3nc(CCCO)nn32)cc1 (centres undefined)	0.0	7	2.1	-2	2.4	0	-0.8	-2.8	-5	-2	-8
CC(C)c1ccc(CNc2nc3nc4c(c(=O)n3[nH]2)CCC4)cc1	0.1	-2	3.4	0	-1.9	-2	-0.4	-0.2	3	-2	3
COc1ccccc1CC(NC(C)=O)C(=O)NC1CCN(C(=O)Nc2ccccc2F)CC1 (centres undefined)	-0.3	-2	0.6	-5	-0.4	2	-1.2	1.9	2	-4	1
CC(=O)Nc1cccc(NC(=O)Nc2cccc(F)c2)c1	0.0	3	2.6	-1	-0.9	2	-1.2	2.5	0	-3	8
COC(=O)c1cc2occc2n1Cc1nc(-c2ccccc2F)oc1C	0.0	-2	2.4	-11	-1.4	-2	-1.4	0.8	-2	-1	0
CCOc1ccc2nc(NC(=S)N(C)C)sc2c1	2.8	6	1.7	4	5.5	2	0.9	7.9	0	-1	-1
O=C(/C=C/c1ccc2c(c1)OCO2)NCCSCc1ccc(Cl)cc1	0.2	2	0.3	-8	-1.6	-4	-1.1	0.2	-1	-8	1
COc1ccc(C2CC(c3ccccc3C(F)(F)F)=NN2c2ccc(S(N)(=O)=O)cc2)cc1 (centres undefined)	-0.4	-7	-0.3	i	-1.9	i	-1.2	0.4	0	i	-13
COC(=O)C1CCN(C(=O)CCCOc2ccccc2)CC1	3.1	-5	2.7	0	3.7	0	0.2	9.8	2	-3	-1
Cc1cccc(Oc2c([N+](=O)[O-])c(=O)n(C)c3ccccc23)c1	0.7	-1	5.2*	-26	1.9	-21	-1.0	1.1	1	-3	1
CCN1CCN(S(=O)(=O)c2cccc(S(=O)(=O)N3CCOCC3)c2)CC1	-0.3	-3	0.6	-1	-0.1	-1	-0.4	2.6	2	0	3
CN(C)c1ccc(C(=O)c2ccccc2)cc1	0.2	8	1.0	-44	1.5	-35	2.0*	9.3	-3	2	0
CC(C)CN1CCN(CC#Cc2ccccc2)CC1CCO (centres undefined)	1.5	-3	2.6	-7	0.9	-2	-1.3	-1.1	4	-3	1
Cc1cc(C)cc(NC(=O)N2CCN(Cc3nc4ccccc4c(=O)[nH]3)CC2)c1	0.3	-6	x	-2	-0.2	0	-0.6	-2.3	4	-3	-5
CC1CCCC(C)N1/N=C/c1ccccc1F (centres undefined)	-0.2	-1	0.8	-3	0.5	4	-0.9	-0.8	1	-4	-2
COc1cc(-c2[nH]ncc2CN(C)Cc2cc(C)[nH]n2)cc(OC)c1OC	0.0	-1	0.3	-18	0.4	-1	-1.6	-2.8	-3	-6	7
CCc1ccc(N2CC(C(=O)Nc3cc(C)ccc3F)CC2=O)cc1 (centres undefined)	0.7	0	0.3	4	-2.7	1	-0.6	2.2	-5	2	3
COc1ccc(Nc2cc(C)nc(NCc3ccccc3)n2)cc1	-1.0	-4	x	4	-1.9	5	-2.5	-4.7	-5	0	3
OC(c1ccc(F)c(F)c1)c1nc(-c2ccc3c(c2)OCO3)cs1 (centres undefined)	-0.2	2	x	0	-0.1	0	-1.6	4.4	1	4	9
Cc1ccc(S(=O)(=O)N2CCN(S(=O)(=O)c3ccccc3Br)C2=O)cc1	-0.5	1	-0.1	1	0.4	-1	-1.0	-1.5	-5	0	11
Cc1c(NC(=O)C(C)Sc2nc3ccccc3c(=O)n2CCO)c(=O)n(-c2ccccc2)n1C (centres undefined)	-1.0	-2	-0.3	0	-0.6	0	-1.7	-2.2	-2	-1	3
O=C(O)c1ccc2c(c1)OCCO2	0.4	1	0.1	3	-0.6	9	0.2	0.4	4	3	4
CCc1c(Cc2cccc(F)c2)ncn1CCc1ccccc1OC	-0.9	5	x	4	-1.5	1	-1.0	-1.9	-3	-2	-5
Cc1ccc(S(=O)(=O)N2CCN(C(=O)Cn3nc(C)c([N+](=O)[O-])c3C)CC2)c(C)c1	1.0	-5	0.0	-8	0.2	10*	-0.9	-3.2	1	-2	-3
COC(=O)c1cn(NC(=O)c2cccc(OC)c2)c(=O)c2ccccc12	1.9	-2	0.2	-1	-0.7	-3	-0.9	-0.7	4	-1	0
c1cnc2ncc3sccc3c2c1	0.3	-2	-0.4	0	1.8	-1	-0.8	1.9	-2	-6	1
O=C(COC(=O)COc1ccc(Cl)cc1)Nc1ncc(Br)s1	1.5	0	1.9	-3	-0.4	4	-1.0	1.5	-4	-6	-4
COc1ccc(OC)c(-c2csc(NC(=O)C3c4ccccc4Oc4ccccc43)n2)c1	-0.3	-1	-0.3	-1	-2.6	-1	-1.6	-1.1	-3	6	-23

Brought forward from above: 4 entries, then new ones.
SMILES	DAX1 inh-1	SMARCA2 act	DAX1 inh-2	PLCb3 inh	hcDAF-12 act	PLC-gamma1 inh	ssDAF-12 act	hgDAF-12 ag	MBD2 inh	ADAM17 inh	Rev-erbA mod
COC(=O)c1cn(NC(=O)c2cccc(OC)c2)c(=O)c2ccccc12	1.9	-2	0.2	-1	-0.7	-3	-0.9	-0.7	4	-1	0
c1cnc2ncc3sccc3c2c1	0.3	-2	-0.4	0	1.8	-1	-0.8	1.9	-2	-6	1
O=C(COC(=O)COc1ccc(Cl)cc1)Nc1ncc(Br)s1	1.5	0	1.9	-3	-0.4	4	-1.0	1.5	-4	-6	-4
COc1ccc(OC)c(-c2csc(NC(=O)C3c4ccccc4Oc4ccccc43)n2)c1	-0.3	-1	-0.3	-1	-2.6	-1	-1.6	-1.1	-3	6	-23
O=C(Nc1ccc(F)cc1)C1CCN(c2nnnn2-c2ccccc2)CC1	0.0	-4	0.3	2	-1.4	9	-1.9	-3.2	-10	5	-2
COc1ccc(CC(=O)Nc2nnc(CC(C)C)s2)cc1S(=O)(=O)N1CCOCC1	-1.1	1	0.5	1	0.3	-4	-1.2	-1.5	-5	-4	-2
COc1ccc(C(=O)OCCN2C(=O)c3ccccc3C2=O)cc1	0.0	2	-0.3	-2	-1.2	-1	-1.2	1.6	-2	-2	0
CCC(=O)N1c2ccccc2-c2nnc(SC)nc2OC1c1ccc(N(C)C)cc1 (centres undefined)	0.7	0	3.1	0	-0.6	0	-0.8	2.8	-2	-2	12
C=CCN(C(=O)Nc1ccc(F)cc1)C1CC(=O)N(c2ccc(OC)cc2)C1=O (centres undefined)	-1.1	-3	-0.5	4	0.4	0	-1.6	-1.5	2	-1	-1

5 entries already listed, arranged by the value under DAX1 inh-2, rising.
mol	DAX1 inh-1	SMARCA2 act	DAX1 inh-2	PLCb3 inh	hcDAF-12 act	PLC-gamma1 inh	ssDAF-12 act	MBD2 inh	ADAM17 inh	Rev-erbA mod
Cc1c(NC(=O)C(C)Sc2nc3ccccc3c(=O)n2CCO)c(=O)n(-c2ccccc2)n1C (centres undefined)	-1.0	-2	-0.3	0	-0.6	0	-1.7	-2	-1	3
CS(=O)(=O)NCCSCc1c(Cl)cccc1Cl	0.0	-3	-0.1	0	0.2	1	-0.9	-6	-1	-3
O=C(COC(=O)COc1ccc(Cl)cc1)Nc1ncc(Br)s1	1.5	0	1.9	-3	-0.4	4	-1.0	-4	-6	-4
COc1ccc(C2C(C(=O)Nc3ccc(F)cc3)=C(C)Nc3nc(CCCO)nn32)cc1 (centres undefined)	0.0	7	2.1	-2	2.4	0	-0.8	-5	-2	-8
CCOc1cc(NC(=S)NCC2CCCO2)c(OCC)cc1NC(=O)CC (centres undefined)	0.1	-5	2.3	-4	-1.4	0	-1.7	4	-6	2
